Bioassay records: PubChem, NCI
All columns: NCI-60 one-dose screen, growth in % after 48 h at 10 µM unless noted; 100 = growth as untreated, 0 = no growth, -100 = all killed.
SK-MEL-5 – SK-MEL-5 melanoma | AID 1794755 | 80,000 compounds, 6.4% hits
MDA-MB-435 – MDA-MB-435 melanoma; 82,000 compounds, 7.8% hits
SK-MEL-28 – SK-MEL-28 melanoma. 81,000 compounds, 4.1% hits
UACC-62 – UACC-62 melanoma | 81,000 compounds, 5.4% hits
UACC-257 – UACC-257 melanoma; 78,000 compounds, 4.4% hits
A549/ATCC – A549/ATCC NSCLC; 81,000 compounds, 3.7% hits
M14 – M14 melanoma. 80,000 compounds, 6.2% hits
SK-MEL-2 – SK-MEL-2 melanoma. 77,000 compounds, 4.7% hits
* marks the source's active call; other numbers are inactive results; x = not tested or not shown. The calls were made as follows: active = growth percent below 10; inactive = the rest.

smiles	SK-MEL-5	UACC-62	M14	SK-MEL-28	UACC-257	SK-MEL-2	A549/ATCC	MDA-MB-435
Cc1ccc(-n2c(SCC(=O)c3ccccc3)nnc2-c2cc3c([nH]c4ccccc43)c(-c3cccc(O)c3)n2)cc1	66	65	48	55	90	52	54	26
O=C1C[C@H]2c3ccccc3N(Cc3ccccc3)[C@H]2C1C(=O)N1CCCCC1 (stereo not given in full)	99	87	108	106	101	114	104	106
Cc1ccc(-c2nc(C#N)c(N(C)CCO)o2)cc1	102	94	99	109	98	84	97	100
Cn1cc(-c2cc(N)n3nc(-c4c[nH]c5ccccc45)cc3n2)c2ccccc21	-92*	-97*	-82*	-99*	-92*	-88*	-75*	-81*
O=C(CN1CCN(c2cc(=O)[nH]c3ccc(F)cc23)CC1)Nc1ccccc1	102	88	97	101	99	105	95	101
Nc1nc(Nc2ccc(Cl)cc2)nn1Cc1cccc(Br)c1	47	30	36	45	58	27	45	37
C=C(Br)C(C)N (stereo not given)	107	100	99	114	98	104	94	99
CN1CCSC1=S	101	104	105	111	108	103	103	112
Cc1ccc2c(c1)C(C)(C)CCC2C (stereo not given)	105	102	94	104	x	102	94	99
CC(C)Sc1nc(NC2CC2)c(C#N)c(-c2ccc(Cl)cc2)n1	105	97	79	111	99	96	102	118
c1ccc(CC2=NCCCS2)cc1	x	105	108	105	106	108	103	105
CC(=O)NCC1=C(C)C=C2C(=O)[C@](C)(O)C3(CC3)C(C)=C21	-85*	-91*	-69*	-93*	-62*	-75*	-50*	-80*
CC1(C)CC(=O)c2c(nn(-c3ccccc3)c2-c2cn(-c3ccccc3)nc2-c2ccc([N+](=O)[O-])cc2)C1	90	65	84	107	109	95	78	98
O=C(O)c1cn(C2CC2)c2cc(N3CCN(C(=O)c4ccc(Br)cc4)CC3)c(F)cc2c1=O	91	77	91	98	106	107	88	103
Cn1c(N)nc2nc[nH]c2c1=S	97	93	95	102	x	122	x	103
Cc1ccc2nc(Cl)c(-c3nc4ccccc4s3)cc2c1	x	87	97	101	99	113	92	98
C(CCSC1=NCCN1)CSC1=NCCN1	104	92	87	101	95	105	107	93
O=c1c2cccc(Br)c2[nH]c(=S)n1-c1ccc(S(=O)(=O)Nc2ccc(Cl)nn2)cc1	100	100	110	124	101	102	105	109
Cc1ccc([C@H]2C(C(=O)c3ccc(Cl)cc3)C3(N[C@@H]2c2ccccc2)C(=O)Nc2ccc(Br)cc23)cc1 (stereo not given in full)	88	46	44	78	72	60	38	68
Cc1ccc(S(=O)(=O)Oc2ccc(NC(=O)C3CCCCCC3)cc2)cc1	74	90	80	105	97	105	89	97
COc1ccc(NS(=O)CCCc2ccccc2)cc1 (stereo not given)	100	80	102	123	78	85	75	96
COc1ccc(S(=O)(=O)N2CCN(c3oc(-c4ccc(C)cc4)nc3C#N)CC2)cc1	98	74	96	92	103	x	93	90
FC(F)(F)c1cc(Br)cc(C(F)(F)F)c1	106	99	107	114	98	96	97	106
O=C(Nc1ccc(OCc2ccccn2)c(Cl)c1)c1ccncc1	88	87	102	101	97	103	91	90
Fc1cccc(Cl)c1/C=N/Nc1nc(N/N=C/c2c(F)cccc2Cl)nc(N2CCCCC2)n1	-59*	18	12	45	12	-26*	22	3.8*
CCN(CC)c1ccc(/C=N/NC(=O)c2ccc(Nc3ccnc(C(F)(F)F)c3)cc2)c(O)c1	-51*	5.9*	19	47	49	57	33	17
Cc1cc(C(=O)c2ccccc2)cc(C)c1O	104	108	103	115	115	118	102	101
CCOC(=O)c1c(C)nc2c(c1N)/C(=C/c1cccs1)C(=O)N2c1ccc(OC)cc1	46	38	58	37	36	33	35	60
CCCCCCCCCCCCCCCCCCOc1cccc(CC(=O)NCC[N+]2(C)CCCC2)c1	99	69	87	101	101	110	93	94
C=C[C@@H]1C[C@H](O)Cc2c(C)cc(C)cc2N1	96	98	99	102	98	111	98	99
CC(C)CCc1nc2ccc(NCc3ccc(OCCN4CCC(C)CC4)cc3)cc2[nH]1	85	82	33	76	96	110	100	89
Cc1ccc(-c2nc3ccc(C(=O)N=Nc4c(O)[nH]c5ccccc45)cc3[nH]2)cc1	94	106	106	113	104	113	98	114
O=C(OCCCCBr)c1ccccc1	100	97	104	96	93	122	93	96
COc1cc(NC(=O)Nc2cccc(Cn3c(=O)[nH]c4ccc(Oc5ncccn5)cc4c3=O)c2)cc(OC)c1	85	80	94	95	90	79	89	95
C=CCn1c(-c2ccc(-c3nc4ccc(C)cc4[nH]3)cc2)n[nH]c1=S	90	96	98	100	102	112	99	98
CCOC(=O)CCN(CCC(=O)OCC)c1ccccc1	96	99	87	117	96	97	100	124
CC(C)(C)Nc1nc2c(OCCc3ccccc3)cccn2c1-c1ccc(Cl)cc1	-72*	11	27	30	17	-34*	16	19
COc1ccccc1-c1cn2ccnc2c(-c2ccc3ncn(C4CCCCC4)c3c2)n1	91	75	99	105	109	88	86	100
CCOC(=O)C1=C(c2ccccc2)N=c2s/c(=C/c3ccc(Br)cc3)c(=O)n2C1c1ccc(O)c(OC)c1 (stereo not given)	95	69	91	95	89	78	73	97
CCOC(=O)C(CC(Nc1ccc(OC)cc1)c1ccccc1)[N+](=O)[O-] (stereo not given)	102	98	105	106	109	99	98	110
Clc1ccccc1Oc1ccc(Nc2ncnc3onc(-c4ccccc4)c23)cc1	74	79	97	100	91	97	89	96
COc1ccc(C(=O)Oc2ccc(C=O)cc2OC)cc1	103	95	105	101	99	108	100	101
CCOC(=O)C1=CSC2=NC3=C(CCCC/C3=C\c3ccc(OC)cc3)C(c3ccc(OC)cc3)N12 (stereo not given)	96	95	126	101	97	96	93	104
COc1ccc(/C=C/C(=O)c2ccc(S(=O)(=O)NCCNc3nc(Nc4ccc(F)cc4)nc(N(C)C)n3)cc2)cc1	21	30	7.3*	32	48	75	50	25
C/C=C\C1=NCCN1CCO	118	98	100	116	96	100	97	113
CN(CCOc1ccc(C#N)cc1)CCOc1ccc(C#N)cc1	6.7*	73	65	95	66	67	60	86
CCC(N)CCC(=O)O (stereo not given)	101	109	101	100	106	99	103	103
CCCCN(CCCC)CCCC	104	100	98	111	111	118	108	100
CC(=O)N(C)c1cccc(C)c1	105	98	96	110	100	106	104	116
O=C(N/N=C/[C@@H](O)[C@@H](O)[C@H](O)[C@H](O)CO)c1ccc(NC(=O)c2cccnc2)cc1	104	100	98	108	98	112	107	104
O=C(NCc1ccccc1)c1cccc(N=Cc2ccccc2O)c1	104	99	106	108	100	111	101	93
O=c1[nH]c(=S)c2cnn(-c3ccccc3)c2[nH]1	96	85	91	106	86	96	82	105
NC(=O)NC1(C(=O)O)CCCC1	111	115	113	122	101	108	101	107
CC(=O)c1ccc(NC(=O)CSc2nc(-c3ccccc3Cl)ns2)cc1	87	94	99	107	109	111	98	101
COc1cc(/C(=C2/O[C@@H]([C@H](O)CO)[C@H]3OC(C)(C)O[C@@H]23)c2ccc3c(c2)OCO3)cc(OC)c1OC	106	95	103	x	120	185	99	111
COc1ccc(C(=O)n2nc(-c3cccnc3)nc2N)cc1OC	96	106	98	110	91	93	97	111
COc1ccc(OC)c(-c2[nH]c3ncc(-c4ccc(Cl)cc4)n3c(=O)c2C#N)c1	101	90	109	107	98	115	101	107
N#Cc1c(-c2ccccc2)cc(-c2ccccc2)n(CCCCCCC(=O)Nc2ccccc2N)c1=O	101	102	105	120	111	103	105	104
COc1cccc(NC(=O)c2sc3nc(C)c(C(C)=O)cc3c2N)c1C	78	67	72	93	79	62	54	20
Cc1cccc[n+]1CC(=O)O	105	99	101	110	95	108	90	107

Other records follow:
smiles	SK-MEL-5	UACC-62	M14	SK-MEL-28	UACC-257	SK-MEL-2	A549/ATCC	MDA-MB-435
COc1ccc(-c2cc(-c3cccnc3)nc(SCC(=O)O)c2C#N)cc1OC	98	105	96	120	104	102	97	104
COC(=O)c1ccc2nc(-c3cc4ccccc4n3C)n(CCCCOc3cc4c(cc3OC)C(=O)N3CCC[C@H]3C=N4)c2c1	-76*	-96*	-13*	-57*	x	-40*	-12*	-89*
C=C1C(=O)O[C@H]2[C@H]1CC/C(COC(=O)NCc1ccc(Cn3c(=O)sn(-c4ccc(Cl)cc4)c3=O)cc1)=C\CC[C@@]1(C)O[C@@H]21	98	76	59	101	73	88	96	83
C=C1C(=O)O[C@H]2[C@H]1CC/C(COC(=O)c1cc3ccccc3s1)=C\CC[C@@]1(C)O[C@@H]21	-94*	-61*	-81*	-71*	-63*	-67*	-51*	-71*
CCOC(=O)C(C)(c1ccccc1)c1ccccc1	108	102	102	111	94	114	93	106
CCc1ccc(CCC(=O)Nc2ncc(Cc3ccccc3)s2)o1	43	23	10	56	59	44	32	-55*
C#C[C@]1(O)CC[C@H]2[C@@H]3CC=C4c5sc(-c6cccc(F)c6)nc5CC[C@]4(C)[C@H]3CC[C@@]21C	96	75	82	81	90	92	84	x
CC/C(=C\c1ccc(O)c(O)c1)C(=O)NC(Cc1ccccc1)C(=O)C(=O)NCc1ccccc1 (stereo not given)	98	96	99	99	99	103	106	94
Cc1c(C)c2ccc3oc(NCc4ccccc4)nc3c2oc1=O	99	98	102	134	x	97	101	104
CN(C)C(=O)c1ccccc1	106	90	105	106	100	98	102	107
O=C(Nc1ccc(F)cc1)Nc1ccc(-c2cc(C(=O)Nc3ccccn3)c3ncccc3n2)cc1	89	89	x	109	106	107	99	102
CC(=O)c1c(C)[nH]c(-c2nc3ccc(N4CCN(C)CC4)cc3[nH]2)c1-c1ccc(OCC2CCOCC2)cc1	-1.6*	20	34	46	31	53	33	24
O=C(/C=C/c1ccccc1)c1cccc(OCCCOc2cccc(C(=O)/C=C/c3ccccc3)c2)c1	100	87	95	102	96	101	87	101
Oc1ccc(-c2ccc3c(c2)ncn3-c2cccc(O)c2)cc1	33	44	43	42	91	73	46	36
O=C(O)c1cn(C2CC2)c2cc(N3CCN(Cn4nc(-c5cccc(Cl)c5)n(-c5ccccc5)c4=S)CC3)c(F)cc2c1=O	98	101	99	109	97	106	92	104
C=C1CC[C@@H]2[C@@](C)(CCC[C@]2(C)C(=O)O)[C@@H]1CC[C@H](CO)CCO	112	99	102	105	109	x	102	109
OC1CCCCC1O (stereo not given)	99	103	105	117	101	106	98	109
O=C1CCCN1C1CCN(Cc2cc3ccccc3[nH]c2=O)c2ccccc21 (stereo not given)	86	85	86	103	114	96	99	93
CN(C)CCNC(=O)c1ccc(-c2nc3ccc4[nH]ncc4c3c3c2C2CCC3C2)cc1 (stereo not given)	16	31	31	47	59	-5.5*	14	42
NS(=O)(=O)c1ccc(NC(=O)Cn2c(=S)n(-c3ccccc3)c(=O)c3ccccc32)cc1	97	93	101	108	85	103	90	101
CCCCC(CC)CNCCOC(=O)c1ccc(N)cc1 (stereo not given)	96	101	96	106	96	101	105	103
CCOC(=O)C1=C(CSc2nc3ccccc3[nH]2)N(C)C(=O)NC1c1ccccc1 (stereo not given)	106	90	98	100	102	95	104	98
CC(=O)NNc1nc(C)c(C(=O)NNC(=O)C(=O)Nc2cccc(C(C)=O)c2)s1	90	97	102	103	86	115	79	108
CCC(CC)C1OC(=O)C(C)O1 (stereo not given)	97	110	103	117	104	100	103	106
Cc1c([N+](=O)[O-])cc(C(=O)Cl)cc1[N+](=O)[O-]	101	106	105	98	77	76	95	107
COc1ccc(-c2nc(-c3ccccc3)c(-c3ccccc3)n2CCCCC(=O)O)cc1	87	103	98	121	88	96	81	100
COc1ccc([N+](=O)[O-])c(OC)c1C(=O)NCC1CC1	x	110	108	100	98	x	x	104
CN(C)C(=O)C(c1ccccc1)C(C(=O)N(C)C)c1ccccc1 (stereo not given)	101	100	111	108	99	98	96	101
CCn1c(SCC(=O)N/N=C/c2ccc(F)cc2)nc2c1c(=O)n(C)c(=O)n2C	100	93	97	105	101	110	101	101

11 compounds from above, arranged by SMILES length, largest number first.
smiles	SK-MEL-5	UACC-62	M14	SK-MEL-28	UACC-257	SK-MEL-2	A549/ATCC	MDA-MB-435
C#C[C@]1(O)CC[C@H]2[C@@H]3CC=C4c5sc(-c6cccc(F)c6)nc5CC[C@]4(C)[C@H]3CC[C@@]21C	96	75	82	81	90	92	84	x
CC/C(=C\c1ccc(O)c(O)c1)C(=O)NC(Cc1ccccc1)C(=O)C(=O)NCc1ccccc1 (stereo not given)	98	96	99	99	99	103	106	94
NS(=O)(=O)c1ccc(NC(=O)Cn2c(=S)n(-c3ccccc3)c(=O)c3ccccc32)cc1	97	93	101	108	85	103	90	101
CC(=O)NNc1nc(C)c(C(=O)NNC(=O)C(=O)Nc2cccc(C(C)=O)c2)s1	90	97	102	103	86	115	79	108
CCOC(=O)C1=C(CSc2nc3ccccc3[nH]2)N(C)C(=O)NC1c1ccccc1 (stereo not given)	106	90	98	100	102	95	104	98
O=C1CCCN1C1CCN(Cc2cc3ccccc3[nH]c2=O)c2ccccc21 (stereo not given)	86	85	86	103	114	96	99	93
Cc1c([N+](=O)[O-])cc(C(=O)Cl)cc1[N+](=O)[O-]	101	106	105	98	77	76	95	107
CN(C)C(=O)C(c1ccccc1)C(C(=O)N(C)C)c1ccccc1 (stereo not given)	101	100	111	108	99	98	96	101
CCc1ccc(CCC(=O)Nc2ncc(Cc3ccccc3)s2)o1	43	23	10	56	59	44	32	-55*
CCCCC(CC)CNCCOC(=O)c1ccc(N)cc1 (stereo not given)	96	101	96	106	96	101	105	103
CN(C)C(=O)c1ccccc1	106	90	105	106	100	98	102	107
